NCOA1 inh = SRC1 coactivator transcriptional activity inhibitors, primary screen, cell-based, luminescence; Nuclear receptor coactivator 1 (Homo sapiens), Q15788; HEK293 GAL4-SRC1 luciferase reporter; inhibition, % at 3.6 µM; 360,000 tested, 0.12% active; AID 588354, 2011;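 active = inhibition above the campaign mean plus 3 SD, with each screening campaign given its own cutoff, cut at about 60% in these data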;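 also: 0% = DMSO treated cells and 100% = gossypol at 36 µM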
TLR9-MyD88 block = inhibitors of TLR9-MyD88 association in cells, primary screen, cell-based, CHO, BLA complementation, fluorescence; CCF4 FRET ratio; AID 504734, 2011; 340,000 tested, 0.21% active; Toll-like receptor 9 (Homo sapiens) + Myeloid differentiation primary response protein …; inhibition, % at 4.98 µM;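 active = inhibition above the mean over all tested compounds plus 3 SD, cut at about 21% in these data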;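 also: 0% = DMSO only wells and 100% = clavulanate BLA inhibitor control wells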
TWEAK-Fn14 inh = inhibitors of TWEAK-Fn14 signaling, primary screen, luciferase reporter cells, uHTS | AID 1159606, 2016 | TWEAK-stimulated Fn14 reporter cells, luciferase luminescence, 8 h | 360,000 tested, 2% active | inhibition, % at 10 µM; in the data active = inhibition above about 50%
NR5A2 inv ag = LRH-1 (NR5A2) inverse agonists, primary screen, cell-based, luminescence, HEK293T, StAR-luciferase reporter; inhibition, % at 3.6 µM; LRH-1 transfected, 24 h; Nuclear receptor subfamily 5 group A member 2 (Homo sapiens), O00482; 360,000 tested, 0.13% active; AID 602396, 2012;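 active = inhibition above the mean inhibition of all tested compounds plus 3 SD, cut at about 73% in these data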;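 also: 0% = DMSO wells and 100% = reporter-only cells lacking LRH-1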
Target sequence (O00482 whole entry, looked up): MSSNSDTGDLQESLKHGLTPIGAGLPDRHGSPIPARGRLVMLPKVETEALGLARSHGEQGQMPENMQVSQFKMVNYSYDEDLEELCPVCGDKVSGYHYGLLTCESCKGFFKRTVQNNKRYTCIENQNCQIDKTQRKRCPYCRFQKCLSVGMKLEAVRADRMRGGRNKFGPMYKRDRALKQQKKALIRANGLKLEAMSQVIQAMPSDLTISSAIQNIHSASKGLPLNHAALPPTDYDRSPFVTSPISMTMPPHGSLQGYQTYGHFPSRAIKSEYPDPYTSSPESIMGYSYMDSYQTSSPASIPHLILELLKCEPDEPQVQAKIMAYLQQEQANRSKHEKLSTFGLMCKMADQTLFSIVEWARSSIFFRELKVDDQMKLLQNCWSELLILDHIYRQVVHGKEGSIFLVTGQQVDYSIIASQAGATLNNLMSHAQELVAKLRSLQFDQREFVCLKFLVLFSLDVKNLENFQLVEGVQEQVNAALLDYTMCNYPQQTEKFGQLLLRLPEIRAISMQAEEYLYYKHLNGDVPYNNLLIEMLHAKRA
SRC2 inh = inhibition of GAL4-SRC2 driven luciferase reporter, primary screen, SRC2 inhibitor project, cell-based, luminescence; HEK293 GAL4-SRC2 luciferase reporter; inhibition, % at 9 µM; 370,000 tested, 0.17% active;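 active = inhibition above the mean inhibition of all tested compounds plus 3 SD, set per campaign, cut at about 52% in these data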;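 also: 0% = DMSO treated cells and 100% = cells given Gossypol at 36 µM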
TROY signal inh = inhibitors of TROY-driven NF-kB signaling, primary screen, Q293 LMP1-TROYcd cells, NF-kB luciferase, uHTS. inhibition, % at 10 µM. Q293 LMP1-TROYcd NF-kB luciferase reporter, 4 h. 360,000 tested, 0.98% active;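 active = compounds whose plate-normalised and pattern-corrected inhibition of the luciferase reporter signal at the single screening dose is 50% or more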
EBV LMP1 NFkB = EBV LMP1-driven NF-kappaB luciferase reporter inhibitors, primary screen, cell-based, luminescence, single point | LMP1-induced NF-kappaB luciferase reporter cells | inhibition, % at 12.5 µM | 350,000 tested, 0.69% active | AID 504558, 2011; in the data active = inhibition above about 41%;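 also: 0% = neutral control wells and 100% = reference inhibitor control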
COUP-TFII inh = NR2F2 transcriptional activity inhibitors, primary screen, cell-based, luciferase reporter, HEK293T, luminescence; COUP transcription factor 2 (Homo sapiens), P24468; HEK293T NGFI-A luciferase reporter; inhibition, % at 8.6 µM; 370,000 tested, 0.7% active;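 active = inhibition above a per-plate cutoff, mean inhibition of test wells between control levels plus 3 SD, cut at about 38% in these data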;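 also: cells cotransfected with COUP-TFII expression vector driving the NGFI-A reporter; 0% = median of COUP-TF2 test wells and 100% = reporter-only cells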
NOD2-RIPK2 inh = NOD2-RIPK2 binding disruptors in cells, primary screen, fluorescence, CHO cells, BLA complementation | inhibition, % at 4.98 µM | CCF4 ratio | 360,000 tested, 0.38% active | AID 624267, 2012 | Receptor-interacting serine/threonine-protein kinase 2 (Homo sapiens), O43353; in the data active = inhibition above about 21%;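 also: 0% = vehicle only and 100% = reference blocker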
Target sequence (O43353 whole entry, looked up): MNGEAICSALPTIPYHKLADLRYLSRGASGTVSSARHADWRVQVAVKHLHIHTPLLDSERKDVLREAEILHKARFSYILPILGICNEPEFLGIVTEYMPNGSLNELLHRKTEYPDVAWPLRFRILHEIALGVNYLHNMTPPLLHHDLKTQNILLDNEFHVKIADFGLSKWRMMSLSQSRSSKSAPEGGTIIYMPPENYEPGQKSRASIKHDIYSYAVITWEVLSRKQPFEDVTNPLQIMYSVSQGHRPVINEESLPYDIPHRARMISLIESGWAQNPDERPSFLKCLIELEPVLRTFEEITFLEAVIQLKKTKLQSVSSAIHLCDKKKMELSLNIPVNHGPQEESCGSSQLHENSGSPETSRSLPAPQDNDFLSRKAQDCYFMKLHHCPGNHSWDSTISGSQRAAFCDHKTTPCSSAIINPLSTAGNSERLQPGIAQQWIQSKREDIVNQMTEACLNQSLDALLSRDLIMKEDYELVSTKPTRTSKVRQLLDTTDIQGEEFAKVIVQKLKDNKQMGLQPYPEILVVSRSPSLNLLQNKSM
NCOA3 inh = SRC3 coactivator transcriptional activity inhibitors, primary screen, cell-based, luminescence. Nuclear receptor coactivator 3 (Homo sapiens), Q9Y6Q9. HEK293 GAL4-SRC3 luciferase reporter. inhibition, % at 3.6 µM. 360,000 tested, 0.17% active. AID 588352, 2011;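 active = inhibition above a per-campaign cutoff, the mean of all compounds plus 3 SD, cut at about 60% in these data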;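 also: 0% = DMSO-treated cells and 100% = gossypol-treated cells at 36 µM; higher means less SRC3-driven luciferase light from the GAL4 reporter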
C8 TRAIL sens = viability loss with TRAIL in NB7+C8 cells, primary screen, TRAIL sensitizer project, cell-based, ATPlite luminescence; inhibition (viability loss, TRAIL sensitization), % at 10 µM; 360,000 tested, 1% active; AID 624354, 2012;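 active = compounds causing at least 50% loss of cell viability in the single-dose screen, relative to plate controls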
* = called active by the depositor; . = not tested or not shown. This is a subset; the hit share may differ from the screen's.

Results follow in this order: NCOA1 inh	TLR9-MyD88 block	TWEAK-Fn14 inh	NR5A2 inv ag	SRC2 inh	TROY signal inh	EBV LMP1 NFkB	COUP-TFII inh	NOD2-RIPK2 inh	NCOA3 inh	C8 TRAIL sens
1: O=C(CN1CCCCC1)NNc1nc(-c2ccccc2)c2cc(Cl)ccc2n1
    3	2	15	1	13	-20	8	13	4	9	-1
2: COc1ccc(S(=O)(=O)N2CCOCC2)cc1NC(=O)Cc1c(F)cccc1Cl
    1	3	10	17	5	-4	5	7	-3	8	6
3: COc1ccc(-n2nc3c(c2NC(=O)CCCl)CSC3)cc1
    5	-12	0	-13	-30	8	7	25	-5	8	2
4: O=c1c2cc(Cl)ccc2oc2nc3n(c(=O)c12)CCCS3
    6	-21	-34	3	-22	9	-8	15	-7	6	5
5: CC(OC(=O)c1cccc(-n2cnnn2)c1)C(=O)N(C)c1ccccc1 (stereo unspecified)
    4	-1	3	13	-4	-18	-2	-6	-4	1	11
6: COC(=O)c1ccccc1NC(=O)COC(=O)/C=C/c1ccco1
    -30	0	-19	-33	-13	8	7	2	-16	-22	11
7: CCNS(=O)(=O)c1ccc2nc(NC(=O)/C=C/c3cc(OC)c(OC)c(OC)c3)sc2c1
    1	15	6	16	16	11	-2	2	-6	14	-3
8: O=C(c1ccc2ccccc2c1)C1CCCN(S(=O)(=O)c2cccnc2)C1 (stereo unspecified)
    4	6	-21	-8	29	18	3	-9	8	18	2
9: O=C(O)CCCC(=O)Nc1ccccc1Br
    5	4	9	-23	-18	-1	-8	-1	-12	2	5
10: Oc1cnc2ccccc2c1CN1CCOCC1
    0	0	10	11	2	17	-12	20	0	4	2
11: CCc1cccc2c(C(=O)COC(=O)[C@@H]3CC(O)CN3S(=O)(=O)c3ccccc3[N+](=O)[O-])c[nH]c12 (stereo partly specified)
    -8	-27	-82	-11	9	-8	-7	-6	4	-13	10
12: Fc1ccc(/C=N/n2c(-c3cccs3)n[nH]c2=S)cc1
    -3	-17	10	-15	-17	-9	9	-8	4	8	8
13: O=C1Nc2ccccc2CCC1Sc1nnc(-c2ccc(Cl)cc2)s1 (stereo unspecified)
    -23	1	37	11	-14	20	-3	0	-12	-3	4
14: Cc1ccc(-c2c(C)cc3oc(=O)cc(-c4ccccc4)c3c2C)cc1
    -1	-10	3	24	12	-8	3	6	-3	8	9
15: CC1=NN(C(N)=S)C(=O)C1N=Nc1cccc(Cl)c1 (stereo unspecified)
    -54	-6	4	-18	-23	-2	8	-25	-9	-46	12
16: COc1cc2[nH]ccc(=O)c2cc1OC
    5	-2	4	4	0	-8	5	-13	11	7	-10
17: CCOc1ccc(NC(=O)c2sc3nc(N4CCOCC4)c4c(c3c2N)CC(C)(C)OC4)cc1
    0	-1	-36	18	9	-9	-8	12	-6	18	-7
18: CCNC(=O)C(=O)Nc1cc2c3c(c1)CCC(=O)N3CCC2
    -4	4	2	-7	-25	-21	0	-9	-3	-7	2
19: O=C(CSCc1ccc(Cl)cc1)Nc1cccc(C(=O)O)c1
    -33	0	-21	-42	7	-31	-3	-15	-2	-40	-4
20: CC(Oc1ccccc1)C(=O)N=C1SC2CS(=O)(=O)CC2N1CCc1ccccc1 (stereo unspecified)
    15	9	13	1	-8	-9	-2	12	-5	-4	8
21: COc1ccc(CN2CCN(Cc3cc4ccccc4o3)CC2CCO)c(F)c1 (stereo unspecified)
    13	5	-2	7	4	-4	20	2	1	-20	-3
22: Cc1cc(C)nc(SCC(=O)N(C)C)n1
    -14	11	14	3	14	12	6	7	-6	10	-22
23: O=[N+]([O-])c1ccc(N2CCCC2)cc1N1CCCC1
    12	-1	-15	56	18	0	-6	12	-2	16	8
24: O=C(c1ccc2ccccc2c1)C1CCCN(C(=O)c2cccnc2)C1 (stereo unspecified)
    -2	-4	-8	-1	12	-21	1	-4	-6	11	5
25: Cc1c(N=C2N=C(NC(=O)NC(C)(C)C)c3ccccc32)c(=O)n(-c2ccccc2)n1C
    15	2	13	-5	-12	-5	6	-29	-2	6	-9
26: COc1ccccc1N1CCN(C(=O)c2ccc(N3CCCCS3(=O)=O)cc2)CC1
    4	-4	-12	6	19	-10	7	-8	-11	-52	13
27: Clc1ccccc1C(c1ccccc1)(c1ccccc1)n1ccnc1
    -3	-1	23	-24	-17	14	-1	17	0	16	11
28: CCOc1ccc(NC(=O)CN(C)C(=O)c2ccccc2OCCOc2ccccc2)cc1OCC
    4	-12	-7	7	-21	-3	1	10	-4	22	-7
29: Cc1ccc(C(=O)NC(C)c2ccc(C)c(C)c2)s1 (stereo unspecified)
    -11	-6	13	18	10	-8	-1	-2	2	17	-1
30: C=Cc1ccc(C(=O)N2CCCC(Nc3ccc4c(c3)OCCO4)C2)cc1 (stereo unspecified)
    -14	-3	7	14	1	8	-5	-8	-5	1	8
31: COc1ccc(CNC(=S)Nc2ccc(F)c(Cl)c2)cc1
    6	0	9	14	19	18	-11	11	5	17	-1
32: O=C(NCC(c1ccco1)N1CCCCC1)c1ccc(S(=O)(=O)Nc2ccccc2Cl)cc1 (stereo unspecified)
    -16	7	2	-9	12	-1	3	8	3	10	11
33: CCCC1=NN2C(=N)/C(=C\c3cc(C)n(-c4cc(C)cc(C)c4)c3C)C(=O)N=C2S1
    5	-20	-7	-14	-2	12	4	-19	-9	20	-3
34: O=C(NCC1CCCCC1)c1ccc2nc([C@@H]3O[C@H](CO)[C@@H](O)[C@H]3O)[nH]c2c1
    -6	.	-7	4	13	3	.	-1	-1	-9	-14
35: COc1cccc(-c2cnc(C(O)c3cc(C)ccc3C)[nH]2)c1 (stereo unspecified)
    12	.	-9	19	10	-17	.	7	4	9	-11
36: Cc1cnc(C(=O)OC(C(=O)c2ccccc2)c2ccccc2)cn1 (stereo unspecified)
    -10	-2	1	-7	12	12	-4	5	9	-43	-1
37: CN(CC(=O)Nc1ccc(C#N)cc1)Cc1ccc(Cl)cc1
    5	8	-3	-2	7	2	-2	-1	-9	7	-3
38: Cn1ccnc1Sc1nc(Nc2cccc(Cl)c2)nc(N2CCOCC2)n1
    -17	6	21	-1	12	11	6	-5	7	11	-3
39: CC(C)C[C@@H](COCc1cccc(Cl)c1)N1CCN(C(=O)c2cccc(C(F)(F)F)c2)CCC1=O
    .	.	-3	1	7	7	.	5	-3	.	0
40: CCOC(=O)N1CCC2CC1c1cc(Cl)ccc12 (stereo unspecified)
    12	1	7	-5	9	4	-5	-12	9	3	0
41: CN1CCN(C(=O)C[C@@H]2C[C@H]3c4cc(NC(=O)c5cccnc5)ccc4O[C@H]3[C@H](CO)O2)CC1
    12	8	11	-18	2	-5	-8	-13	-9	-8	5
42: Cc1ccc(NC(=O)C(C)Sc2nnc(C)n2C2CC2)cc1S(=O)(=O)N1CCOCC1 (stereo unspecified)
    5	-15	13	1	4	-8	-1	0	-2	13	-6
43: Cc1n[nH]c(=O)c2c(NC(=O)COC(=O)Cc3ccc(Cl)cc3Cl)oc(C)c12
    3	5	-4	9	19	13	-6	-10	-8	-4	-9
44: COCCNC(=O)C(=O)Nc1ccc(Br)cc1
    -40	-8	-18	-81	-21	-27	-3	-42	0	-47	9
45: O=C(Nc1ccccc1)O/N=C/c1ccc(F)cc1
    -119	-8	30	-113	-32	-14	-28	-56	3	-125	43
46: CC(=O)Nc1nc(-c2ccc(Br)s2)cs1
    -40	-2	-19	-45	-6	-20	-16	-10	-3	-55	0
47: CCOc1ccc(OCCCC(=O)N2CCN(S(=O)(=O)c3ccc(Cl)cc3)CC2)cc1
    -1	-8	-2	17	13	-20	3	5	2	-2	13
48: CCn1cc(C(=O)NCCCOC)c(=O)c2cc(S(=O)(=O)N(C)C)ccc21
    9	-14	13	-7	-22	-4	4	1	-3	-5	-24
49: CN(CC(=O)Nc1ccc(S(=O)(=O)N2CCCC2)cc1)Cc1ccc(Cl)cc1Cl
    -20	-1	14	1	-24	16	-1	9	-4	-1	-4
50: COC(=O)CSc1nnc(CNS(=O)(=O)c2ccc(Cl)cc2)n1C
    5	-2	-4	6	-3	3	-4	3	-4	10	-3
51: CC(=O)Nc1c(-c2ccccc2)nc2cc(C)ccn12
    20	-14	9	-15	-31	4	8	16	-13	4	24
52: NC(=O)CNC1CC(=O)N(CCc2ccccc2)C1=O (stereo unspecified)
    8	-6	-8	-31	4	2	3	4	-8	4	-3
53: CCN1C(=O)/C(=C/c2ccc(C)s2)NC1=S
    -9	-2	-4	-4	23	-35	5	-1	-9	9	5
54: COc1ccc(Cl)cc1S(=O)(=O)N1CCCC(C(=O)NCC(N)=O)C1 (stereo unspecified)
    -13	-6	3	19	-3	-2	-5	3	-4	-8	7
55: COc1cc(/C=C/C(=O)O)cc(S(=O)(=O)N2CCc3ccccc32)c1OC
    0	-10	10	2	0	2	0	18	-10	9	6
56: Cc1ccc(C(C(=O)NC(C)(C)C)N(Cc2ccco2)C(=O)Cn2nnc(-c3cccs3)n2)cc1 (stereo unspecified)
    -11	-2	13	-25	12	-16	-33	11	-4	11	-15
57: COc1ccc(-c2nnc3sc(-c4ccco4)nn23)cc1OC
    8	-1	-6	5	-15	5	2	6	1	7	2
58: CCN(CC)S(=O)(=O)c1ccc(N2CCOCC2)c(NC(=O)CC23CC4CC(CC(Br)(C4)C2)C3)c1
    -8	0	-23	11	15	1	-1	-2	0	9	4
59: CC(C)CC1(C)CNC(=O)NC1
    -13	3	-7	12	-19	-4	1	7	-11	-10	-15
60: COc1ccc(S(=O)(=O)N2CCCCC2)cc1C(=O)NC1CCS(=O)(=O)C1 (stereo unspecified)
    -1	-6	4	-12	2	-5	-4	-13	14	-18	-8

Carrying on:
Results follow in this order: NCOA1 inh	TLR9-MyD88 block	TWEAK-Fn14 inh	NR5A2 inv ag	SRC2 inh	TROY signal inh	EBV LMP1 NFkB	COUP-TFII inh	NOD2-RIPK2 inh	NCOA3 inh	C8 TRAIL sens
61: O=C(C1CC1)N1CCc2cc(Br)cc(S(=O)(=O)NC3CCCCC3)c21
    -31	1	3	16	1	-9	7	-3	-3	-7	1
62: CCc1ccc(C(=O)COC(=O)CNC(=O)c2ccc(Br)o2)cc1
    -1	-7	6	8	-3	3	0	27	2	18	-14
63: CC(C=Cc1ccccc1)=NNS(=O)(=O)c1ccc([N+](=O)[O-])cc1
    -2	-1	9	-10	-12	-10	3	-2	4	6	-1
64: Cc1ccccc1N1CCN(S(=O)(=O)c2nnc(NC(=O)CC(C)C)s2)CC1
    11	1	-11	-6	10	-10	1	21	9	22	-7
65: c1nc2ccc(Cc3ccc4nc[nH]c4c3)cc2[nH]1
    -45	-9	-5	4	-13	41	5	8	10	-7	5
66: CCOc1ccc(N(CC(=O)NC2CCCC2)C(=O)CCC(=O)Nc2nc(C)cs2)cc1
    -5	4	11	-7	-8	0	-5	-3	6	-7	-13
